LGR2 inh – Drosophila LGR2 receptor signaling inhibition; HEK293 LGR2, CRE-luciferase, bursicon-stimulated, 4 h; 380,000 tested, 0.35% active; inhibition, % at 9.99 µM; AID 720647;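 active = drop in luminescence signal, shown as inhibition above about 50% in the replicate tests, limit read from the data, passing the limit was not always enough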;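 also: agonist challenge used bursicon conditioned medium at about half maximal strength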
Cneo AK release – Cryptococcus neoformans lysis via adenylate kinase release; C. neoformans lysis, adenylate kinase release luminescence, 4 h; normalised: neutral wells 0, clomiphene wells 100; lysis activity, % at 15 µM; 360,000 tested, 0.2% active;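 active = mean lysis activity across replicates of at least 80%, whatever share of replicates individually reach that level; inactive = mean lysis activity below 80%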
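Material – Cryptococcus neoformans yeast cells · Quantity – 5 × 10^6 yeast cells/mL · Buffer or medium – YPD medium · Compound – single dose · Timing – 4 h static compound exposure, 37 °C, read 1 h post-reagent · Signal – adenylate kinase release luminescence · Read-out basis – lysis from increased AK signal · Benchmarks – Clomiphene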
PglD inh – PglD (C. jejuni) enzyme inhibition; inhibition, % at 12.5 µM; 360,000 tested, 0.098% active; purified PglD enzyme, DTNB colorimetric CoA detection; AID 602405; in the data active = inhibition above about 16%, passing the limit was not always enough; also: strong numbers were not always called active
Statin myotox sup – protects C2C12 myotubes from simvastatin toxicity; ATP luminescence, 48 h; scaled: DMSO 0, geranylgeraniol control 100; rescue of ATP level, % at 7.49 µM; 330,000 tested, 0.78% active;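 active = mean ATP rescue above about 67%, or every replicate alone reaching that limit, limit read from the data, passing the limit was not always enough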;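 also: myotubes were challenged with 10 µM simvastatin during compound exposure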
GSIS activator – GLuc luminescence reporter in INS-1E cells, primary screen for activators of glucose-dependent secretion of insulin; INS-1E GLuc reporter insulin secretion, 2-3 h; activation, % at 16.6 µM; 370,000 tested, 0.61% active;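 active = lowest replicate activation of at least 40%, so every replicate reaches that level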;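 also: 0% = median of neutral control wells and 100% = median of IBMX positive control wells; some compounds called inactive have numbers as strong as hits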
PGC1a acetyl inh – lowers PGC1a acetylation signal in U2OS cells; AlphaScreen anti-acetyl-lysine; with virally co-expressed GCN5 acetyltransferase; inhibition, % at 15.6 µM; 350,000 tested, 0.17% active; AID 651687;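 active = every replicate shows inhibition of at least 40%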;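 also: 0% = neutral control wells and 100% = positive control wells; some results beyond the cut were filed as inactive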
ARNT-TACC3 inh – disrupts binding between human ARNT and TACC3; inhibition, % at 9.99 µM; Q9Y6A5; 390,000 tested, 0.66% active; AID 623870; AlphaScreen His-ARNT PAS-B/GST-TACC3 binding, luminescence; TACC3 fragment carries E629A point mutation;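 active = mean inhibition of replicates at least 50% and at least half of replicates each reaching 50%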;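 also: 0% = complete ARNT plus TACC3 wells and 100% = ARNT alone without TACC3; many hits fall short of the cut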
PAX8 inh HTS – lowers PAX8-driven luciferase in RMG-I cells; RMG-I TPO-luciferase reporter, SteadyGlo, 24 h; inhibition, % at 12.6 µM; 360,000 tested, 1.2% active; AID 652154;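 active = mean replicate inhibition at least 60% with every replicate also reaching 60%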;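 also: luciferase light reporting Pax8 driven TPO promoter activity; plate controls were median of neutral control wells for no effect and mitoxantrone controls for full effect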
* marks the source's active call; other numbers are inactive results; . = not tested or not shown. Outcome played no part in choosing rows, and some 2.9% of all compounds hit somewhere here.

SMILES | LGR2 inh | Cneo AK release | PglD inh | Statin myotox sup | GSIS activator | PGC1a acetyl inh | ARNT-TACC3 inh | PAX8 inh HTS
CC(c1ccccc1)n1c(CCCO)nc2ccccc21 (stereo not drawn) | 6 | 2 | 0 | 2 | 15 | . | 1 | -23
COc1ccc(CNC(=O)COC(=O)c2cccs2)cc1 | 8 | -7 | -1 | 4 | 8 | -8 | 1 | -11
CCOC(=O)c1c(C)[nH]c(C)c1C(=O)COC(=O)[C@@H](NC(=O)c1ccco1)C(C)C | 8 | 1 | -4 | 1 | 16 | 13 | -3 | 10
CNC(=O)CN(C)S(=O)(=O)c1ccc(OC)c(Cl)c1 | . | 1 | 9 | . | . | -4 | -2 | .
O=C(NC(=S)N1CCCCCC1)c1ccccc1Cl | 3 | . | . | . | -4 | . | -3 | -3
CCNC(=O)C[C@@H]1CC[C@@H]2[C@H](COc3ccc(NC(=O)Nc4ccc(C)cc4)cc3C(=O)N2C)O1 | -3 | 0 | 2 | 8 | -3 | -7 | -10 | -3
COc1cc2[nH]c(=O)n(CCC(=O)NCc3cccnc3)c(=O)c2cc1OC | . | 1 | -4 | 4 | . | 12 | 1 | -3
CCOC(=O)N1CCN(c2ccc(O)cc2)CC1 | . | 9 | -2 | 5 | . | 1 | 0 | .
Cc1ccc(N2C(N)=C(C#N)C(c3cccnc3)C3=C2CC(C)(C)CC3=O)cc1 (stereo not drawn) | . | 0 | -4 | . | . | 1 | 4 | .
Cc1c(C#N)c(N=CN(C)C)c(C(=O)c2ccc(Br)cc2)n1-c1ccc(Cl)cc1 | 0 | 2 | 6 | -7 | -25 | -6 | 18 | .
COc1ccccc1N1CCN(CC(O)COc2ccc(C)cc2C)CC1 (stereo not drawn) | -3 | 1 | 3 | 1 | -28 | -3 | 0 | 13
O=C(CSc1ccc(-c2ccc(F)cc2)nn1)NC1CCCCC1 | 7 | 0 | 1 | -56 | 22 | -22 | -1 | 5
COc1ccc(S(=O)(=O)N2CCN(Cc3cccc(OC)c3OC)CC2)cc1 | -14 | 20 | 2 | -11 | 0 | -26 | 12 | 7
O=C(NCCc1ccccc1F)C1CCC(=O)N(Cc2ccc(Cl)cc2)C1 (stereo not drawn) | 2 | 0 | 1 | 8 | -22 | -2 | -6 | -11
C[C@@H]1CN([C@H](C)CO)C(=O)c2cc(C#Cc3cccc(F)c3)cnc2O[C@H]1CN(C)C(=O)C1CCC1 | 0 | -3 | 1 | -9 | -15 | -6 | 4 | 21
CCC(=O)Nc1ccc2c(c1)OC[C@H](C)N(C(=O)Cc1cccnc1)C[C@H](C)[C@H](OC)CN(C)C2=O | -2 | 12 | 1 | 3 | 9 | -3 | -8 | 4
Cc1nc(NCCc2ccc(Cl)cc2)c2nnn(Cc3ccccc3)c2n1 | -8 | -2 | -5 | 6 | 0 | . | -4 | -27
O=C(/C=C/c1ccccc1)NC(=S)NNC(=O)c1cccnc1 | . | -1 | 4 | . | . | -2 | 29 | 16
CCC(=O)Nc1nnc(-c2ccccn2)o1 | 5 | . | . | . | 0 | . | 48* | 7
COc1ccc(NC(=O)Nc2cccc3c2O[C@@H](CN(C)Cc2ccccc2)[C@H](C)CN([C@@H](C)CO)C3=O)cc1 | -3 | -1 | -3 | -3 | -5 | -7 | -3 | .
C[C@@H]1CN([C@H](C)CO)S(=O)(=O)c2ccc(C3=CCCC3)cc2O[C@H]1CN(C)Cc1ccncc1 | 3 | -2 | 1 | -56 | 13 | 9 | 8 | .
CC(C)c1ccc(N(C(=O)c2csnn2)C(C(=O)NC2CCCC2)c2ccncc2)cc1 (stereo not drawn) | -47 | -2 | 3 | -21 | -3 | -4 | -2 | -3
COc1cccc(C(=O)N2CCN(Cc3nc(-c4ccoc4)oc3C)CC2)c1 | -12 | 38 | -2 | 11 | -5 | 4 | . | 0
COc1ccc(-c2csc3ncnc(Cl)c23)cc1 | 0 | 1 | -3 | 4 | -4 | 7 | 3 | -16
C[C@H]1CN([C@@H](C)CO)C(=O)c2cc(NC(=O)Nc3ccc4c(c3)OCO4)ccc2O[C@H]1CN(C)C(=O)Nc1ccccc1 | -2 | 2 | 0 | -1 | -4 | 7 | 10 | 10
O=S(=O)(NC[C@H]1[C@H](c2ccccc2)[C@H](CO)N1CC1CC1)c1ccccc1 | -14 | -1 | -1 | 13 | 29 | 5 | -9 | -2
Cc1cccc(S(=O)(=O)N2CC[C@H]3[C@H](CO)Nc4ccc(-c5ccccc5F)cc4[C@H]32)c1 | 2 | 5 | 0 | 17 | -14 | 0 | -6 | 12
CN(C(=O)CN1C(=O)S/C(=C\c2cccc(Cl)c2)C1=O)C1CCS(=O)(=O)C1 (stereo not drawn) | 4 | -4 | 3 | 13 | 0 | 1 | -1 | 2
CN1OC[C@@H]2CN3C(=O)N(c4cccc5ccccc45)c4ccccc4[C@@H]3C[C@@H]21 | 17 | -3 | -7 | 12 | -6 | 7 | . | 30
COc1ccc(NC(=O)Nc2ccc3c(c2)C(=O)N([C@H](C)CO)C[C@H](C)[C@@H](CN(C)S(=O)(=O)c2cn(C)cn2)O3)cc1 | . | 0 | 0 | . | -1 | 0 | -3 | .
CCOc1ccc2nc(NC3=NC(C)(C)C=C(C)N3)nc(C)c2c1 | . | 1 | 6 | -14 | . | -4 | 17 | .
N=C1C(c2ccccc2)=C(O)C2CCc3ccccc3N12 (stereo not drawn) | . | -1 | 1 | 19 | . | -16 | -26 | .
COc1ccc(S(=O)(=O)N(C)C[C@H]2Oc3ccc(NC(=O)Cc4ccccc4)cc3CC(=O)N([C@@H](C)CO)C[C@H]2C)cc1 | -6 | 0 | 2 | -4 | -24 | -4 | -4 | 11
Cc1ccc(-c2c(C#N)c(N)nc3c2CCCCC3)o1 | -10 | 1 | 1 | -14 | 20 | 9 | -6 | .
Cc1cc(Cl)ccc1OC(C)C(=O)NCCCCc1ccccc1 (stereo not drawn) | 5 | 1 | 6 | 18 | -25 | -30 | -3 | .
COc1cc(CC(=O)N2CCc3ccccc32)cc(OC)c1OC | . | 4 | 3 | -4 | . | -19 | -15 | .
COC(=O)[C@@H]1[C@@H](CO)[C@@H]2Cn3c(ccc(-c4ccccc4F)c3=O)[C@@H]2N1CC1CCCC1 | 2 | 46 | 7 | 33 | -18 | . | -4 | 10
CO[C@@H]1CN(C)C(=O)c2cc(NC(=O)c3ccc(F)cc3)ccc2OC[C@@H](C)N(C)C[C@@H]1C | 12 | 11 | 1 | 9 | 16 | . | -6 | 0
C[C@@H]1CN([C@H](C)CO)C(=O)Cc2cc(NC(=O)c3ccncc3)ccc2O[C@H]1CN(C)Cc1ccc(C(=O)O)cc1 | 5 | -1 | -7 | -9 | 28 | 6 | -5 | -9
Cn1c(-c2ccc(Br)o2)nc2ccccc21 | . | -1 | -4 | . | . | 1 | 1 | .

Records listed above printed as active in ARNT-TACC3 inh:
SMILES	LGR2 inh	PglD inh	GSIS activator	PGC1a acetyl inh	ARNT-TACC3 inh
CCC(=O)Nc1nnc(-c2ccccn2)o1	5	.	0	.	48*

Continued:
SMILES | LGR2 inh | Cneo AK release | PglD inh | Statin myotox sup | GSIS activator | PGC1a acetyl inh | ARNT-TACC3 inh | PAX8 inh HTS
C[C@H]1CN([C@@H](C)CO)C(=O)c2cccc(NC(=O)C3CC3)c2O[C@@H]1CN(C)CC1CC1 | 1 | 0 | -13 | -4 | -4 | -1 | -6 | -8
Cc1nn(-c2ccccc2)c(Cl)c1/C=C(\CC(=O)O)c1nc2ccccc2s1 | -10 | -2 | 15 | . | 6 | 2 | -12 | .
CCn1c(=S)[nH]c2cc(S(=O)(=O)N3CCOCC3)ccc21 | 1 | -1 | -3 | 4 | 24 | -7 | 1 | -30
O=C(NCC1CCCCC1)c1cc2ccccc2cc1O | -58 | -18 | 6 | 4 | 9 | 13 | 2 | -139
O=C(NCC1(c2ccccc2)CCOCC1)c1ccc(Br)o1 | . | 2 | -1 | 22 | . | 7 | 0 | .
O=C(Cc1ccc(Cl)cc1)c1c[nH]c(C(=O)NCCCN2CCOCC2)c1 | 2 | . | . | . | 4 | -2 | 3 | 16
COCCC(=O)N1CCC(Oc2ccc(C(=O)N3CCC[C@H]3CO)cc2)CC1 | 6 | 1 | -5 | 0 | -5 | 0 | -5 | 12
CCc1ccc(-n2c(CSc3nnnn3-c3ccccc3)nc3ccccc3c2=O)cc1 | 6 | 0 | -4 | -1 | 19 | -9 | -12 | .
COc1ccc(S(=O)(=O)Nc2ccc3c(c2)C(=O)N([C@H](C)CO)C[C@@H](C)[C@@H](CN(C)S(=O)(=O)c2ccccc2)OCCCC[C@@H](C)O3)cc1 | 5 | . | . | . | -52 | -7 | . | -6
CS(=O)(=O)N(Cc1ccccc1)c1ccccc1C(=O)O | . | -2 | -2 | 3 | . | -4 | -1 | .
CCc1cccc(C)c1NC(=O)CN1C(=O)NC(C)(CCC(C)C)C1=O (stereo not drawn) | 0 | 0 | -2 | 3 | -11 | 5 | 0 | .
Cn1cc(S(=O)(=O)N2CCCC2)cc1C(=O)O | -5 | 9 | 2 | -1 | 0 | 12 | -4 | -3
CCOC(=O)Nc1ccc(S(=O)(=O)Nc2cc(C)nc(C)n2)cc1 | . | -1 | -5 | -3 | . | 4 | -3 | -14
COc1ccc(S(=O)(=O)N2CCOCC2)cc1C(=O)NC1CCCCC1 | 0 | -3 | -3 | . | 7 | 1 | -1 | 11
COc1ccc(C(=O)/C=C/c2ccc(-c3ccccc3)cc2)cc1CSCC(=O)O | -5 | -1 | -1 | 7 | -23 | . | -4 | 24
CC[C@]12C(=O)N(C)C[C@H]([C@@H]3C(=O)N(Cc4ccccc4)C(=O)[C@@H]31)N2C(=O)c1ccc(Br)cc1 | -5 | 0 | 5 | 1 | . | . | . | 14

Gathered by group, those above containing a Cl atom (10)
SMILES | LGR2 inh | Cneo AK release | PglD inh | Statin myotox sup | GSIS activator | PGC1a acetyl inh | ARNT-TACC3 inh | PAX8 inh HTS
CNC(=O)CN(C)S(=O)(=O)c1ccc(OC)c(Cl)c1 | . | 1 | 9 | . | . | -4 | -2 | .
O=C(NC(=S)N1CCCCCC1)c1ccccc1Cl | 3 | . | . | . | -4 | . | -3 | -3
Cc1c(C#N)c(N=CN(C)C)c(C(=O)c2ccc(Br)cc2)n1-c1ccc(Cl)cc1 | 0 | 2 | 6 | -7 | -25 | -6 | 18 | .
O=C(NCCc1ccccc1F)C1CCC(=O)N(Cc2ccc(Cl)cc2)C1 (stereo not drawn) | 2 | 0 | 1 | 8 | -22 | -2 | -6 | -11
Cc1nc(NCCc2ccc(Cl)cc2)c2nnn(Cc3ccccc3)c2n1 | -8 | -2 | -5 | 6 | 0 | . | -4 | -27
COc1ccc(-c2csc3ncnc(Cl)c23)cc1 | 0 | 1 | -3 | 4 | -4 | 7 | 3 | -16
CN(C(=O)CN1C(=O)S/C(=C\c2cccc(Cl)c2)C1=O)C1CCS(=O)(=O)C1 (stereo not drawn) | 4 | -4 | 3 | 13 | 0 | 1 | -1 | 2
Cc1cc(Cl)ccc1OC(C)C(=O)NCCCCc1ccccc1 (stereo not drawn) | 5 | 1 | 6 | 18 | -25 | -30 | -3 | .
Cc1nn(-c2ccccc2)c(Cl)c1/C=C(\CC(=O)O)c1nc2ccccc2s1 | -10 | -2 | 15 | . | 6 | 2 | -12 | .
O=C(Cc1ccc(Cl)cc1)c1c[nH]c(C(=O)NCCCN2CCOCC2)c1 | 2 | . | . | . | 4 | -2 | 3 | 16
